Screening results (PubChem)
Platelet DG rel: platelet dense granule release activity; human platelet-rich plasma, SFLLRN dense granule ATP release, luminescence; inhibition, %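 (compounds screened at 7.5 µM in platelet-rich plasma)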; 0.22% of 300,000 active; AID 1663;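 active = mean replicate score, as percent of positive control, at or above 50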
SKKanGAS inh: blocks kanamycin growth of S. pyogenes SKKanGAS strain | inhibition, % at 7.5 µM | 1.3% of 300,000 active | BacTiter-Glo, 6 h;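 active = mean replicate score, as percent of positive control median, at least 50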;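 note: strain carries kanamycin resistance gene driven by streptokinase promoter and grows in 40 µg/ml kanamycin; loss of luminescence reflects streptokinase promoter inhibition or plain growth inhibition; 0% = median of DMSO wells and 100% = positive control at its reference dose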
HIF act: HIF pathway transcriptional activation; U2OS HRE-luciferase reporter, luminescence; normalized: DMSO 0%, desferrioxamine 100%; activation, % at 7.5 µM (by protocol); 0.32% of 300,000 active; AID 1910;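 active = mean activation of at least 10% of the iron chelator positive control signal, with at least half of replicates also reaching 10%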
TRPC4 block: TRPC4 (mouse) channel inhibition | 0.39% of 300,000 active | B-score at 10 µM | AID 2247 | HEK293 TRPC4beta/mu-opioid, DAMGO-evoked Fluo4 calcium flux; stronger effect = lower value | Q9QUQ5;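 active = B-score over 3 SD under the library average, no early fluorescence shift, positive overall ratio signal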
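Test system – stable TRPC4beta/mu-opioid receptor HEK293 cells · Probe or stimulus – DAMGO, a submaximal dose followed by a maximal one · Dosing – one concentration per compound · Signal – Fluo4 calcium fluorescence by kinetic imaging, 5 s 1 Hz baseline · Evaluation – per-well B score of integrated baseline-normalized Fluo4 ratio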
MrgX1 PAM: allosterically activates human MrgX1 receptor signaling; Q96LB2; MrgX1-HEK293, Fluo-4 calcium flux, FDSS; stronger effect = higher value; B-score at 10 µM; 0.63% of 310,000 active;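 active = plate-corrected calcium response at least 3 library SD above typical, normal starting fluorescence, not activating the receptor alone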;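 note: compound read alongside a low EC10 to EC30 dose of BAM8-22 agonist; peak minus trough fluorescence over baseline measured at the second addition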
TRPC6 activator: activators of mouse TRPC6 channel; Q61143; HEK293-TRPC6 membrane potential dye fluorescence; stronger effect = higher value; B-score at 10 µM; 0.13% of 310,000 active;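 active = B-score of the integrated fluorescence ratio above library mean plus 3 SD, and starting fluorescence ratio within library mean plus 5 SD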;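 note: higher score means more depolarization so channel activation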
Target sequence (Q61143 whole entry, looked up): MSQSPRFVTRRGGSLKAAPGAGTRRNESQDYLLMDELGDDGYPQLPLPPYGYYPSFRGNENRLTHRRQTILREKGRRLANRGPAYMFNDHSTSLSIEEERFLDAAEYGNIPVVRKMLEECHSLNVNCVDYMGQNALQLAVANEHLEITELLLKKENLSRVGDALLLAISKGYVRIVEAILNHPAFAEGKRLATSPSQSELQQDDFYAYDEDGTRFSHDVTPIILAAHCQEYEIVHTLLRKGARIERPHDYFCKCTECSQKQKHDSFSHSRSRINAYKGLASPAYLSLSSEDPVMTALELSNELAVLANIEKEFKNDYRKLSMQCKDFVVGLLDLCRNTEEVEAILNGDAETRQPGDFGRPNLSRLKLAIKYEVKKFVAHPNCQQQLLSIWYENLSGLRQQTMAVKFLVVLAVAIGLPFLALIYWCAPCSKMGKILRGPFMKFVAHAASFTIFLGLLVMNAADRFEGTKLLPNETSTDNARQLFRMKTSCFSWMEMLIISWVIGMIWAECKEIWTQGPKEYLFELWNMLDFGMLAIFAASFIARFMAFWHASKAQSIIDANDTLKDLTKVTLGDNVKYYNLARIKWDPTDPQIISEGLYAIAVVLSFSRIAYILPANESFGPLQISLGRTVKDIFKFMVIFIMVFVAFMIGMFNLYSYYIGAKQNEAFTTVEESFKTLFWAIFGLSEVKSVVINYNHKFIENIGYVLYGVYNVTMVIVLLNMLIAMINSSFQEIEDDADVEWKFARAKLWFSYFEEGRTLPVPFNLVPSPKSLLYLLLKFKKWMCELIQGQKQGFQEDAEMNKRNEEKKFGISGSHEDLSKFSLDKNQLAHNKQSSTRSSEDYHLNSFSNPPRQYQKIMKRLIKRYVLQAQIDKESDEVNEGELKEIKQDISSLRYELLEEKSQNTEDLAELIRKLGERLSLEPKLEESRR
MrgX1 antagonist: antagonists of human MrgX1 receptor; Q96LB2; MRGX1-HEK293 calcium flux, Fluo-4, BAM8-22 antagonism; stronger effect = lower value; 1.3% of 310,000 active; B-score at 10 µM;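 active = calcium-response B-score plate-corrected more than 3 library SD below zero, starting fluorescence within 5 deviations, no agonist response on first addition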;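 note: peak minus trough fluorescence over baseline after final BAM8-22 challenge near maximal dose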
RGS4 inh: human RGS4 inhibition. P49798. HEK293 M3R/RGS4 inducible, Fluo-4 calcium flux; stronger effect = higher value; triggered by carbachol at its EC20. 0.45% of 310,000 active. B-score at 10 µM;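 active = B-score, a plate-corrected calcium signal, over three deviations above library mean, with baseline fluorescence within five deviations of library mean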;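 note: RGS4 expression induced by doxycycline in cells with stable M3 receptor; B-score is computed from the integrated fluorescence ratio over baseline after carbachol; higher B-score means a larger calcium signal and so more RGS4 inhibition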
TRPC6 inh: mouse TRPC6 channel inhibition. 1.1% of 310,000 active. Q61143. HEK293-TRPC6, membrane potential dye, ACh-evoked depolarization; stronger effect = lower value. B-score at 10 µM;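 active = B-score under library mean minus 3 SD, initial fluorescence not abnormally high, positive integrated signal ratio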;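 note: B-score derived from integrated fluorescence ratio over the kinetic read; more negative B-score means stronger inhibition of depolarization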
RGS4 pot: potentiators or activators of RGS4. HEK293 M3R/inducible RGS4, carbachol calcium flux Fluo4; stronger effect = lower value. B-score at 10 µM. 0.92% of 310,000 active;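 active = B-score of the integrated calcium signal more than 4 SD below the library mean, with starting fluorescence not abnormally high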;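 note: negative B-score means reduced calcium response which marks RGS4 activation or potentiation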
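Material: M3R-expressing HEK293 line, RGS4 induced by doxycycline | Schedule: Overnight RGS4 induction, 30 min dye load 37 °C, 20 min compound RT | Measured by: Fluo4 fluorescence kinetic imaging of calcium | Read-out: Integrated calcium ratio converted to B score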
MrgX1 agonist: human MrgX1 receptor agonism, primary screen; Q96LB2; MrgX1-HEK293 cells, Fluo-4 calcium fluorescence, agonist mode; stronger effect = higher value; B-score at 10 µM; 0.44% of 310,000 active; AID 588627;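 active = calcium response B-score plate-corrected fluorescence ratio at least 3 library SD, with starting fluorescence B-score inside 5 SD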
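System: HEK293 cells stably expressing human MrgX1 receptor; Dosing: test compound in the initial addition of three; Schedule: overnight plating, then 30 min 37 °C plus 30 min room-temperature dye loading; Detection: kinetic calcium dye fluorescence, Fluo-4 NW; Controls: per-plate positive and negative controls for Z′ factor.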
* = called active by the depositor; i = inactive; . = no result given.

SMILES	Platelet DG rel	SKKanGAS inh	HIF act	TRPC4 block	MrgX1 PAM	TRPC6 activator	MrgX1 antagonist	RGS4 inh	TRPC6 inh	RGS4 pot	MrgX1 agonist
CCOc1ccc(CNC(=O)CCCc2cn(C)c3ccccc23)cc1	6	-1	-1.2	i	i	i	i	i	i	i	i
O=C(c1cccc(Cl)c1)N1CCN(c2ncccn2)CC1	-3	-2	0.2	i	i	i	i	i	i	i	i
CCn1cc(C(=O)OCC(=O)Nc2c(C)cccc2C)c(=O)c2ccc(C)nc21	6	9	-0.4	i	i	i	i	i	i	i	i
O=C1CCC(C(=O)N(CCO)Cc2ccccc2)CN1CCCN1CCOCC1 (stereo not drawn)	1	5	0.1	i	i	i	i	i	i	i	i
O=C1CCCN2N=C(SCC(=O)Nc3ccc(Br)cc3)SC2=N1	-5	11	21*	i	i	i	i	i	i	i	i
O=C(Oc1c(Br)cc([N+](=O)[O-])cc1Br)c1cccnc1	3	12	-0.5	i	i	i	i	i	i	i	i
COc1ccccc1N1CCN(C2CCN(S(=O)(=O)c3ccc(NC(C)=O)cc3)CC2)CC1	0	-4	-0.1	i	i	i	i	i	i	i	i
COc1cc(OC)nc(NC(=O)CN2CCN(c3ccc(F)cc3)CC2)n1	-10	4	-0.1	i	i	i	i	i	i	i	i
COC(=O)c1ccc(CSc2ncnc3c2oc2ccccc23)o1	-8	3	0.8	i	i	i	i	i	i	i	i
COc1cc(C2CC(=O)c3cnc(NC(=O)c4ccco4)nc3C2)cc(OC)c1OC (stereo not drawn)	2	-9	-0.9	i	i	i	i	i	i	i	i
O=C(NCc1ccccc1)c1ccc(/C=N/O)nc1	-2	-3	0.2	i	i	i	i	i	i	i	i
COC(=O)c1cccc(N(C(=O)c2cnccn2)C(C(=O)NC2CCCCC2)c2cn(C)nc2C)c1 (stereo not drawn)	-1	-7	-0.6	i	i	i	i	i	i	i	i
CC1CC2(CCCCC2)N2C(=O)C(=O)c3cccc1c32 (stereo not drawn)	-7	4	-0.4	i	i	i	i	i	i	i	46*
COc1ccc(C(=O)COc2ncnc3cc(Cl)ccc23)cc1	-6	-12	0.8	i	i	i	i	i	i	i	i
O=C(NCc1ccco1)c1ccc2c(c1)N(Cc1ccccc1)CCS2	4	8	0.2	i	i	i	i	i	i	i	i
COc1ccccc1N(C)S(=O)(=O)c1ccc(C(=O)OCC(=O)N(C)c2ccccc2)cc1	4	-5	-0.2	i	i	i	i	i	i	i	i
O=C(CSc1ccc(-c2ccccn2)nn1)NCc1ccc(F)cc1	-1	3	0.4	i	i	i	i	i	i	i	i
Cc1ccc(NC(=O)C2CCN(S(=O)(=O)c3cnc[nH]3)CC2)nc1	-3	3	-0.7	i	i	i	i	i	i	i	i
COc1ccc(NC(=O)CSc2nnc(Cc3ccccc3)o2)c(OC)c1	13	-10	-0.2	i	i	i	i	i	i	i	i
COc1cc(S(=O)(=O)Nc2ccc(C(=O)NCC(=O)O)cc2)ccc1NC(C)=O	3	-5	-0.5	i	i	i	i	i	i	i	i
O=C(O)/C=C/c1ccc(S(=O)(=O)Nc2ccc3[nH]c(=O)[nH]c3c2)cc1	-11	-1	-0.2	i	i	i	i	i	i	i	i
O=C(Nc1cccc(O)c1)c1cc(-c2cccs2)on1	26	-3	1.4	i	i	i	i	i	i	i	i
O=C(OC(C(=O)Nc1ccc(Cl)cc1C(F)(F)F)c1ccccc1)c1c(Cl)cccc1Cl (stereo not drawn)	7	16	1.4	i	i	i	i	i	i	i	i
CCOC(=O)c1oc2ccccc2c1NC(=O)COC	-12	2	-0.2	i	i	i	i	i	i	i	i
COc1ccc2cc(S(=O)(=O)N3CCOCC3)ccc2c1	0	-3	0.2	i	i	i	i	i	i	i	i
O=C(O)C1Nc2ccc(OC(F)(F)F)cc2C2C=CCC12 (stereo not drawn)	-13	-1	-5.7	i	i	i	i	i	i	i	i
Cc1ccc(-c2noc(CN3CCC(C(N)=O)CC3)n2)cc1	-8	6	1.0	i	i	i	i	i	i	i	i
Cc1occc1C(=O)Nc1cnn(CCCC(=O)O)c1	-1	-1	0.0	i	i	i	-4.9*	i	i	i	i
Cc1c(C(C)C)c(=O)n(-c2ccc(S(=O)(=O)NC3CCCCC3)cc2)n1C	7	2	-0.2	i	i	i	i	i	i	i	i
COC(=O)c1ccc2c(c1)SC1=C(CCCC1=O)N2	-13	-2	1.8	i	i	i	i	i	i	i	i
COc1ccccc1N1CCN(C(=O)c2sc3nc4n(c(=O)c3c2C)CCC4)CC1	1	2	-0.2	i	i	i	i	i	i	i	i
CCc1ccc(C(C(=O)NCc2ccc(F)cc2)N(C(=O)c2csnn2)C2CC2)cc1 (stereo not drawn)	-4	-1	-0.2	i	i	i	i	i	i	i	i
CC(C)(C)C(=O)N1CCN(c2nc3ccccc3o2)CC1	-1	10	0.6	i	i	i	i	i	i	i	i
CC(C)c1nc(SCC(=O)NC2CCCC2)c2c(=O)n(C)c(=O)n(C)c2n1	-3	8	-0.5	i	i	i	i	i	i	i	i
CCCCn1c(N)c(N(CC(C)C)C(=O)Cn2c(=O)oc3ccccc32)c(=O)[nH]c1=O	-2	-3	-2.4	i	i	i	i	i	i	i	i
Cc1cc(C)n2nc(CCCCc3nc4nc(C)cc(C)n4n3)nc2n1	4	-5	-0.1	i	i	i	i	i	i	i	i
O=C(C1=C(O)C(=O)N(CC2CCCO2)C1c1cccc(Cl)c1)c1ccco1 (stereo not drawn)	-2	-2	-15	i	i	i	i	i	i	i	i
CCc1cc(CNC(=O)CC2C(=O)NCCN2Cc2c(F)cccc2Cl)on1 (stereo not drawn)	7	-8	-0.2	i	i	i	i	i	i	i	i
CCC(COC)NC(=O)CCc1nnc(Cc2cccc(C(F)(F)F)c2)o1 (stereo not drawn)	-34	-9	1.5	i	i	i	i	i	i	i	i
COC(=O)c1sc2ccccc2c1NC(=O)c1coc2ccccc2c1=O	9	-5	0.2	i	i	i	i	i	i	i	i

Not a retest: entries from further up.
SMILES	Platelet DG rel	SKKanGAS inh	HIF act	TRPC4 block	MrgX1 PAM	TRPC6 activator	MrgX1 antagonist	RGS4 inh	TRPC6 inh	RGS4 pot	MrgX1 agonist
CCOc1ccc(CNC(=O)CCCc2cn(C)c3ccccc23)cc1	6	-1	-1.2	i	i	i	i	i	i	i	i
O=C(c1cccc(Cl)c1)N1CCN(c2ncccn2)CC1	-3	-2	0.2	i	i	i	i	i	i	i	i

(list continues)
SMILES	Platelet DG rel	SKKanGAS inh	HIF act	TRPC4 block	MrgX1 PAM	TRPC6 activator	MrgX1 antagonist	RGS4 inh	TRPC6 inh	RGS4 pot	MrgX1 agonist
C/C(=N/NC(=O)CSc1nc2ccccc2n1C)c1ccncc1	6	7	-0.5	i	i	i	i	i	i	i	i
O=C(NCCOc1ccccc1F)C1CCC(=O)N(CCc2cccc(F)c2)C1 (stereo not drawn)	7	-3	0.4	i	i	i	i	i	i	i	i
Cc1ccc(C)c(S(=O)(=O)NC(C)C(=O)Nc2ccc(-c3nc4ccccc4s3)cc2)c1 (stereo not drawn)	-10	-10	4.0	i	i	i	i	i	i	i	i
COC(=O)C1=C(C(=O)OC)[C@@H]2N(C)c3ccccc3[C@@]23C[C@@H](CO)N(C(=O)C2CCC2)C3=N1	1	1	0.0	i	i	i	i	i	i	i	i
Cc1cc(C(=O)NNC(=O)c2ccc(Cl)cc2)no1	14	2	-0.1	i	i	i	i	i	i	i	i
Cc1ccc(C)c(NC(=O)COc2coc(CN3CCc4ccccc4C3)cc2=O)c1	1	-16	-0.1	i	i	i	i	i	i	i	i
Cc1ccccc1NC(=O)CN1C(=O)CSc2ccc(S(=O)(=O)N3CCCCC3)cc21	5	-1	-0.7	i	i	i	i	i	i	i	i
COc1ccc(C)cc1N(CC(=O)N1CCCCCC1)S(=O)(=O)c1ccc(C)cc1	-2	1	0.3	i	i	i	i	i	i	i	37*
Cc1ccc(C(=O)N2CCSC2=S)cc1	4	-2	-0.4	i	i	i	i	i	i	i	i
CCc1nn(CCCC(=O)N(C)Cc2ccccc2)c(=O)c2cc3occc3n12	3	0	0.0	i	i	i	i	i	i	i	i
C=C(C)CSc1nc2nc(C)cc(C)n2n1	-2	2	.	i	i	i	i	i	i	i	i
CCOc1ccc2nc(-c3ccccc3)[nH]c2c1	1	0	2.1	i	i	i	i	i	i	i	i
CC(=O)Nc1ccc(S(=O)(=O)Nc2nc3ccccc3nc2Sc2nncn2C)cc1	-3	-6	1.3	i	i	i	i	i	i	i	i
CC(=O)N1c2ccc(S(=O)(=O)N3CCCC(C(=O)Nc4ccc(C)cc4C)C3)cc2CC1C (stereo not drawn)	14	-6	-0.2	i	i	i	i	i	i	i	i
CC(=NC1CCCCC1)C1=C(O)c2ccccc2C1=O	6	0	1.7	i	i	i	i	i	i	i	i
O=[N+]([O-])c1ccc(NS(=O)(=O)c2cccc3cccnc23)cc1	-1	4	-2.1	i	i	i	i	i	i	i	i
Nc1c(Cl)c(Cl)nc(C(=O)N/N=C/c2ccco2)c1Cl	-3	-10	-1.2	i	i	i	i	i	i	i	i
CC1CC(=O)N(c2ccc(NCCc3ccc(O)cc3)c([N+](=O)[O-])c2)C1=O (stereo not drawn)	7	2	0.2	i	i	i	i	i	i	i	i
COc1ccc(CN2CCc3c([nH]c4ccccc34)C2)c(OC)c1C	7	3	-0.5	i	i	i	i	i	i	i	i
COCCn1c(SCC(=O)NC2CCCCC2)nnc1-c1ccco1	-2	-3	0.6	i	i	i	i	i	i	i	i
Cc1nc2ccccc2c(=O)n1NC(=O)/C=C/c1ccc(Br)cc1	12	-9	-0.3	i	i	i	i	i	i	i	i
Cc1ccccc1NC(=S)N1CCOCC1	2	-4	-0.2	i	i	i	i	i	i	i	i
CC(=O)c1c(O)cc(=O)n(-c2ccccc2)c1-c1cccc2ccccc12	-1	-11	-0.2	i	i	i	i	i	i	i	i
Cc1cccc(NC(=S)N2CCN(S(=O)(=O)c3ccc(F)cc3)CC2)c1	-2	18	-0.4	i	i	i	i	i	i	i	i
Cc1ccc(NC2CCCN(C(=O)c3cnc4ccccn4c3=O)C2)cc1C (stereo not drawn)	-9	10	-0.3	i	i	i	i	i	i	i	i
COc1ccc(CNC(=O)Cn2cncn2)cc1OC	-1	-5	0.7	i	i	i	i	i	i	i	i
